Screening data deposited in PubChem BioAssay by several laboratories.
S1P2 agonist: activates the human S1P2 receptor | hit rate 0.46% among 97,000 | activation, % at 4.5 µM | O95136 | S1P2-expressing cell line, agonist reporter read-out; in the data active means activation above about 16%;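 further: 0% = vehicle low control and 100% = maximal reference agonist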
Target sequence (O95136 whole entry, looked up): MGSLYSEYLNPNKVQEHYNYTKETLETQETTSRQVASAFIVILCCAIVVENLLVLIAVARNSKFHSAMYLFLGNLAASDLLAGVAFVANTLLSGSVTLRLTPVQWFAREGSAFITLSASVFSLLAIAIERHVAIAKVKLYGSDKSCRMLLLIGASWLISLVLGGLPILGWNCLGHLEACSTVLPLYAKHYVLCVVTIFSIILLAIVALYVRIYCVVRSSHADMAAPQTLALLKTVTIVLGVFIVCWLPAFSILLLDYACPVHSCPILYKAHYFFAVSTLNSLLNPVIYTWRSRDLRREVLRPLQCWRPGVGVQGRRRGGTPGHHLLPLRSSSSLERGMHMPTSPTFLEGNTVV
E coli WT exp: E. coli BW25113 growth inhibition, expanded screen; OD600 absorbance; growth inhibition, % at 100 µM; hit rate 0.15% among 98,000; AID 710;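 active means growth inhibition above about 50% at one test dose, limit read from the data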;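 further: growth measured after 20 h incubation at 37 °C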
S1P2 blocker: blocks the human S1P2 receptor; hit rate 0.21% among 97,000; inhibition, % at 5 µM; cell-based S1P2 antagonist assay, inhibition at 5 uM; O95136; AID 736; in the data active means inhibition above about 45%;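 further: CRE beta-lactamase reporter cells expressing human S1P2 stimulated with S1P; 0% = agonist at EC80 alone and 100% = agonist plus reference antagonist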
sEH act: activators of human soluble epoxide hydrolase. P34913. purified human sEH enzymatic activity, activator screen. activation, % at 2 µM. hit rate 0.04% among 91,000; in the data active means activation above about 37%; further: values of inactives mirror those of a sister screen read the other way
Target sequence (P34913 whole entry, looked up): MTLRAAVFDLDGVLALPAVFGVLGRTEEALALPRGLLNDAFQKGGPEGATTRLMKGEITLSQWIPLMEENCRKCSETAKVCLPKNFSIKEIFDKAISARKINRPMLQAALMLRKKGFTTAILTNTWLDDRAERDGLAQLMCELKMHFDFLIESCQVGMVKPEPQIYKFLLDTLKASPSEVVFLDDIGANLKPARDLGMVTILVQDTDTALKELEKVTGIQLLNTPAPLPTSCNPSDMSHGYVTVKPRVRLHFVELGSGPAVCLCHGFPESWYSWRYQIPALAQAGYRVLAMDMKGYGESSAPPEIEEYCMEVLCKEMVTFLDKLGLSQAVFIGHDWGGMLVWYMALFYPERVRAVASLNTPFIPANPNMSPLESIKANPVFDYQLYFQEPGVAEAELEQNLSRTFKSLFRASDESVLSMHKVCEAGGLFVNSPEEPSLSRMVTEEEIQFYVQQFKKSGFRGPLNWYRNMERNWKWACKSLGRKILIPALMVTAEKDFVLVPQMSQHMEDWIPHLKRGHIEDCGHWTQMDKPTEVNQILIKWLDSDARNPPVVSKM
sEH inh: blocks human soluble epoxide hydrolase activity | P34913 | recombinant human sEH enzymatic activity assay | inhibition, % at 2 µM | hit rate 0.34% among 91,000; in the data active means inhibition above about 80%; further: values of inactives mirror those of a sister screen read the other way; many of its hits are not listed in these tables
CD11b adhes inh: blocks human CD11b/CD18 adhesion to fibrinogen; K562 CD11b/CD18 adhesion to fibrinogen, ATPlite luminescence; Mn2+ added to activate the integrin; inhibition, % at 10 µM; P05107+P11215; hit rate 0.54% among 93,000;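 active means primary inhibition of 50% or more at 10 µM, then 40% or more on retest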; further: some results filed as inactive read as strong as hits
PostGolgi yeast: growth inhibition of a yeast mutant, post-Golgi transport screen. AID 739. inhibition, % at 10 µM. post-Golgi transport phenotypic cell assay. hit rate 0.9% among 98,000;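 further: yeast cells grown in 1536-well plates; yeast grown about 18 h at 30C before absorbance read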
PostGolgi ctrl: growth of the yeast control strain, post-Golgi counter-screen. efflux-deficient yeast background strain, growth absorbance A615, 16 h. inhibition, % at 10 µM. hit rate 5% among 98,000
PLAP activator: activators of human placental alkaline phosphatase. activation fold at 20 µM. hit rate 1.2% among 96,000. purified PLAP enzyme, luminescent substrate read-out; hits give high values. P05187; in the data active means activation fold above about 2
Starred values were filed as active, the others as inactive; . = no result given. Unless noted, no stated cut-off is given here; in the data, active means inhibition above about 30%; inactive means the rest.

Screens in order – S1P2 agonist, E coli WT exp, S1P2 blocker, sEH act, sEH inh, CD11b adhes inh, PostGolgi yeast, PostGolgi ctrl, PLAP activator
COC(=O)C1CCN(c2nc3ccccc3nc2C(C#N)C(=O)NCCc2ccccc2)CC1 (stereo not drawn)
→ -4, -13, 8, ., ., ., 6, 11, .
O=C1C(Cc2ccccc2)S/C(=N/N=C/c2ccco2)N1c1ccccc1 (stereo not drawn)
→ -6, -9, 6, 6, -4, ., 1, 1, 1
CN(C)C(=O)CN(c1ccc(F)c(Cl)c1)S(C)(=O)=O
→ -2, -2, -12, -4, 2, -23, 1, 5, 1
Cc1cc(C(F)F)n2nc(C(=O)Nc3c(F)cc(F)cc3Br)nc2n1
→ -1, 3, 1, -2, 2, -31, 0, -2, 1.8
O=C(NCc1cccnc1)C1CC2c3ccccc3C1c1ccccc12 (stereo not drawn)
→ -5, -1, 8, 12, -10, ., -4, -11, 1.1
Cc1ccc(/C=N/NC(=O)C2CCN(Cc3ccc(F)cc3Cl)CC2)o1
→ -4, 6, -10, -16, 18, 3, -3, 10, 1.2
COCCn1nnnc1C(c1ccc(C)cc1)N1CCN(Cc2ccc3c(c2)OCO3)CC1 (stereo not drawn)
→ ., 1, ., ., ., 4, -8, 1, 1.2
Cc1ccc(N(C)C(=O)C2CCN(S(=O)(=O)c3ccc4c(c3)oc(=O)n4C)CC2)cc1
→ -4, 2, 3, ., ., 3, 1, -4, 1.1
Fc1cccc2sc(Nc3nnc(-c4ccco4)o3)nc12
→ -5, -6, 0, -15, 17, 4, 5, 24, 1.5
Cc1[nH]c2ccccc2c1C(=O)CN1CCSCC1
→ -7, 10, 15, -10, 11, -6, -2, 4, 1.4
Cc1ccccc1-n1c(Cc2cccs2)n[nH]c1=S
→ -7, 9, 11, 2, 0, ., 0, 5, 1.1
COCCNC(=O)C(c1ccccc1C)N(CCOC)C(=O)Cn1nnc2ccccc21 (stereo not drawn)
→ -9, 1, 20, -4, 3, -18, 12, 8, 1.3
Cc1cccc(N2CCN(C(=O)C3CCCCC3)CC2)c1C
→ -6, 3, -3, ., ., 24, 13, 34*, 1.5
O=S(=O)(c1cccs1)N1CCN(CC(O)COc2cc(Cl)ccc2Cl)CC1 (stereo not drawn)
→ -3, -9, 13, -5, 5, 10, 2, 33*, 0.9
CCn1cc(C(=O)O)c(=O)c2cc(OC)ccc21
→ -4, 32, 16, 9, -11, -4, 8, 7, 1
CC1CCN(CC(=O)Nc2cccc([N+](=O)[O-])c2)CC1
→ -5, 17, -3, 6, -3, ., 1, 1, 0.9
Cc1csc(-c2cnn(-c3ccccc3)c2NC(=O)c2ccc(C(F)(F)F)cc2)n1
→ -4, 0, 4, -5, 4, -20, 18, 44*, 1
N#Cc1c(NC(=O)CSc2nc3c(c(C(F)(F)F)n2)CCc2ccccc2-3)sc2c1CCCC2
→ -11, -9, 2, -2, 4, -18, -1, 28, 1
CC(=O)CCc1oc2ccc(NC(C)=O)cc2c1-c1ccc(C)o1
→ 0, 3, 6, 13, -16, 27, -3, -10, 1.1
c1ccc(Nc2nc(-c3ccccn3)cs2)cc1
→ -6, 28, 1, -6, 4, -5, 7, 5, 1.4
Cc1cc(C(=O)CSc2nnc(-c3ccc(Cl)cc3)n2CC2CCCO2)c(C)n1C (stereo not drawn)
→ -3, 7, 11, -2, 2, 4, -4, 3, 1.1
COc1ccc(C)cc1NC(=O)Nc1ccccc1
→ -6, 4, 3, -16, 14, -20, 0, 10, 0.8
CC1CCN(CCCNC(=O)c2cn(C)c3ccc(S(=O)(=O)N4CCCC4)cc3c2=O)CC1
→ ., 6, ., ., ., -22, -6, 15, 1.7
Cc1noc(C)c1COC(=O)CCCc1c[nH]c2ccccc12
→ ., -16, ., ., ., 12, 8, -7, 1.5
O=C(Nc1nnc(-c2ccc(Cl)s2)o1)C1CCCCC1
→ -5, ., -16, 6, -7, ., ., ., .
CCCn1nnc(NC(=O)COc2ccc(C3CCCCC3)cc2)n1
→ -3, 2, 4, -9, 9, 51, 3, 9, 1
O=C(CC1NCCNC1=O)OCCCc1ccccc1 (stereo not drawn)
→ -3, -2, 2, -3, 4, 2, -5, 3, 0.9
CCOc1ccc(OCC)c(S(=O)(=O)NCc2ccc3c(c2)OCO3)c1
→ ., 10, ., -8, 12, 7, 2, -3, 1.1
CS(=O)(=O)N1CCN(c2nc3ccccc3s2)CC1
→ -4, -1, -10, -18, 17, 7, 5, -3, 1
Cc1sc(NC(=O)c2ccc(Cl)s2)c(C(N)=O)c1C
→ -3, 1, 3, 4, -3, 11, -1, -1, 1.2
Cc1ccc(NC(=O)/C(=C\c2ccc([N+](=O)[O-])cc2)NC(=O)c2ccccc2)cc1
→ 3, -8, 19, -8, 6, ., -4, 0, 0.9
COc1ccc(C(=O)Nn2cnnc2)c(OC)c1
→ -6, 4, -5, -8, 7, -5, 12, 2, 0.9
COC(=O)c1ccccc1NC(=O)C1CC(c2ccc(F)cc2)=NO1 (stereo not drawn)
→ -10, -4, -12, 19, -18, -4, 0, 22, 0.9
Cc1cccc(NC2=NC(=S)N(c3ccc(C(=O)O)cc3)C23CCCCC3)c1
→ -11, 4, -14, -11, 11, ., -9, 1, 1
Cn1nnc(NC(=O)c2ccc(C(C)(C)C)cc2)n1
→ -3, -7, -19, -20, 21, 2, -6, 3, 1
O=C(COc1ccc2c3c(c(=O)oc2c1)CCC3)NC1CCCCC1
→ ., 2, ., ., ., 5, 11, 4, 0.9
COc1ccc(CCNC(=O)c2nnn(-c3ccccc3OC)c2N)cc1OC
→ -4, -8, -3, 2, -1, ., -2, -3, 1
Cc1cc(C(=O)Nc2ccc3c(c2)OCO3)cs1
→ -2, 17, -10, -10, 12, -3, -16, 4, 0.8
CC(=O)CN1Cc2ccccc2/C1=N\C(=O)Nc1ccccc1
→ -1, 2, 4, 0, 0, 1, -1, 1, 1.3
O=C(NNS(=O)(=O)c1ccc2ccccc2c1)C1CCN(Cc2ccccc2)CC1
→ -4, -1, 17, -6, 9, ., -1, 23, 1.1

An excerpt of these results, with each value named:
> COc1ccc(C)cc1NC(=O)Nc1ccccc1
  S1P2 agonist = -6	E coli WT exp = 4	S1P2 blocker = 3	sEH act = -16	sEH inh = 14	CD11b adhes inh = -20	PostGolgi yeast = 0	PostGolgi ctrl = 10	PLAP activator = 0.8

> CC1CCN(CCCNC(=O)c2cn(C)c3ccc(S(=O)(=O)N4CCCC4)cc3c2=O)CC1
  S1P2 agonist = .	E coli WT exp = 6	S1P2 blocker = .	sEH act = .	sEH inh = .	CD11b adhes inh = -22	PostGolgi yeast = -6	PostGolgi ctrl = 15	PLAP activator = 1.7

> Cc1noc(C)c1COC(=O)CCCc1c[nH]c2ccccc12
  S1P2 agonist = .	E coli WT exp = -16	S1P2 blocker = .	sEH act = .	sEH inh = .	CD11b adhes inh = 12	PostGolgi yeast = 8	PostGolgi ctrl = -7	PLAP activator = 1.5

Reformatted as a markdown table: part of the list above
| SMILES | S1P2 agonist | E coli WT exp | S1P2 blocker | sEH act | sEH inh | CD11b adhes inh | PostGolgi yeast | PostGolgi ctrl | PLAP activator |
| --- | --- | --- | --- | --- | --- | --- | --- | --- | --- |
| CCOc1ccc(OCC)c(S(=O)(=O)NCc2ccc3c(c2)OCO3)c1 | . | 10 | . | -8 | 12 | 7 | 2 | -3 | 1.1 |
| Cc1noc(C)c1COC(=O)CCCc1c[nH]c2ccccc12 | . | -16 | . | . | . | 12 | 8 | -7 | 1.5 |
| COc1ccc(C)cc1NC(=O)Nc1ccccc1 | -6 | 4 | 3 | -16 | 14 | -20 | 0 | 10 | 0.8 |
| Cc1cc(C(=O)Nc2ccc3c(c2)OCO3)cs1 | -2 | 17 | -10 | -10 | 12 | -3 | -16 | 4 | 0.8 |
| O=C(CC1NCCNC1=O)OCCCc1ccccc1 (stereo not drawn) | -3 | -2 | 2 | -3 | 4 | 2 | -5 | 3 | 0.9 |
| CCCn1nnc(NC(=O)COc2ccc(C3CCCCC3)cc2)n1 | -3 | 2 | 4 | -9 | 9 | 51 | 3 | 9 | 1 |
| COC(=O)c1ccccc1NC(=O)C1CC(c2ccc(F)cc2)=NO1 (stereo not drawn) | -10 | -4 | -12 | 19 | -18 | -4 | 0 | 22 | 0.9 |

Further compounds
Screens in order – S1P2 agonist, E coli WT exp, S1P2 blocker, sEH act, sEH inh, CD11b adhes inh, PostGolgi yeast, PostGolgi ctrl, PLAP activator
O=C(Nc1cccc2ncccc12)C12CC3CC(CC(C3)C1)C2
→ -4, -1, -9, -5, 7, -10, 0, 9, 1.1
CCOC(=O)c1c(NC(=O)COC)sc(C)c1C
→ 3, ., -26, 0, 3, ., ., ., .
Cc1ccc(-n2[nH]c(C)c(C=Nc3ccc4[nH]c(=O)[nH]c4c3)c2=O)cc1C
→ -5, -8, -12, 13, -13, ., -6, 0, 1.5
Cc1ccc([N+](=O)[O-])cc1-c1[nH]c(-c2ccc(O)c(O)c2)nc1-c1ccccc1
→ -5, 4, -6, 1, -3, 4, 17, 14, 1.8
Cc1nn(-c2ccccc2)c(C)c1/C=N/NC(=O)c1cc(C(C)(C)C)[nH]n1
→ -9, 4, -7, 17, -13, -27, 1, -3, 1.3
N#Cc1c(N)nc(SCc2ccccn2)c(C#N)c1-c1cccs1
→ 9, -5, -14, -5, 7, -18, 10, 54*, 1.3
Cc1cccc(NC(=S)NC2CC3CCCC(C2)N3CC(C)C)c1C (stereo not drawn)
→ 0, ., -28, -5, 10, ., ., ., .
CCCS(=O)(=O)C(=C(Nc1ccc(OC)cc1)Nc1ccc(OC)cc1)S(=O)(=O)CCC
→ -6, -4, -6, 2, -2, -11, 0, 1, 1
COc1ccc(CC(=O)NC2CC(C)(C)NC(C)(C)C2)cc1
→ -5, ., -7, 4, 1, ., ., ., .
CSc1ccc(C#N)cc1NC(=O)c1ccc(Cl)cc1
→ -7, 2, -9, 11, -9, -15, -4, -5, 1
Cc1onc(-c2ccccc2Cl)c1C(=O)N1CCN(c2cccc(Cl)c2)CC1
→ ., 4, ., -5, 9, 11, 20, -7, 1.2
CCOC(=O)C1CCN(C(=O)CCc2nc3ccccc3[nH]2)CC1
→ ., 7, ., ., ., 2, -5, -4, 0.8
COc1ccccc1OCC(=O)N/N=C1/SCC(=O)N1Cc1ccccc1
→ -6, -14, 19, 12, -9, ., -10, 9, 1
Cc1c(Cl)cnc(NC(=O)CSc2nnc3ccccn23)c1Cl
→ -4, -5, 0, -3, 2, -5, 9, 1, 0.9
Cc1ccc(CSCC(=O)N2CCN(Cc3ccc4c(c3)OCO4)CC2)cc1
→ -5, ., -9, -1, 4, ., ., ., .
N#Cc1nc(-c2ccco2)oc1NCc1ccco1
→ -1, 13, -7, 18, -16, ., 6, 7, 0.8
COC(=O)c1ccc(CNC(=O)CSc2nnc(COc3ccccc3)n2C)o1
→ -4, 1, 8, 3, 1, -8, -5, 26, 1
c1ccc(-c2oc3ncnc(NCCN4CCOCC4)c3c2-c2ccccc2)cc1
→ 1, -6, -30, 0, 5, ., 15, 92*, 1.5
Cc1noc(COc2ccccc2OCC(O)CNC(C)(C)C)n1 (stereo not drawn)
→ -5, -3, 12, -6, 6, -9, 8, 1, 0.8
COc1ccc2nc(SCC(N)=O)[nH]c2c1
→ -2, 11, -26, 26, -29, 2, 0, 3, 1.1
COC(=O)Nc1nc2c(s1)CCCC2
→ ., -1, ., ., ., 32, -9, 9, 1
